CHRM5 PAM: human M5 muscarinic receptor positive allosteric modulators, primary screen, CHO-K1 cells, Fluo-8 calcium fluorescence; CHO-K1 hM5, ACh EC20 PAM; 0% = ACh EC20, 100% = ACh EC100; AID 624038, 2012; activation, % at 3 µM; actives 0.3% (n = 360,000); Muscarinic acetylcholine receptor M5 (Homo sapiens), P08912;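 active = activation above the run cutoff, the mean activation of all test compounds plus 3 SD, cut at about 18% in these data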
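System: CHO-K1 hM5 cells. Reagent: acetylcholine, EC20 level. Compound dosing: single dose, 3 µM nominal final test concentration. Timing: Post-acetylcholine fluorescence recording 140 s. Detection: Fluo-8 calcium fluorescence. Read-out: % activation, ACh-normalized. Benchmarks: ACh EC20 and EC100 wells. Repeats: singlicate, one well per test compound.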
CHRM4 antagonist: human M4 muscarinic receptor antagonists, primary screen, CHO cells, Fluo-8 calcium fluorescence; CHO-hM4 cells, ACh EC80; AID 624125, 2012; inhibition, % at 3 µM; actives 0.73% (n = 360,000); Muscarinic acetylcholine receptor M4 (Homo sapiens), P08173;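 active = inhibition above its plate's cutoff, the mean inhibition of sample wells plus 3 SD, cut at about 27% in these data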;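 note: 0% = acetylcholine EC80 with DMSO and 100% = DMSO without agonist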
Target sequence (P08173 whole entry, looked up): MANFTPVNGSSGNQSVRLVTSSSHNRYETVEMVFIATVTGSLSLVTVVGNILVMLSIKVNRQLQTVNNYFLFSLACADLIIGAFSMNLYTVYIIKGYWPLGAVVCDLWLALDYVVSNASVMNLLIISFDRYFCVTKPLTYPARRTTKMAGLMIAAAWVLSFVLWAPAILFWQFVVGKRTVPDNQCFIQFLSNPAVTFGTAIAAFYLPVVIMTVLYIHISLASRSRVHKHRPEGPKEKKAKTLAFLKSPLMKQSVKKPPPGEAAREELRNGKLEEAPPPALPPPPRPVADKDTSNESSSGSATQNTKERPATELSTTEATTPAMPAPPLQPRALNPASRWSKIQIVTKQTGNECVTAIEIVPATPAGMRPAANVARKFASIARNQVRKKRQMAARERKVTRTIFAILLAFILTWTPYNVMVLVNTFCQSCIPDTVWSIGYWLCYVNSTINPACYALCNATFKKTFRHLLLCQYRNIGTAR
CHRM1 PAM: human M1 muscarinic receptor positive allosteric modulators, primary screen, CHO-K1 cells, Fluo-8 calcium fluorescence, 1536-well. Muscarinic acetylcholine receptor M1 (Homo sapiens), P11229. CHO-K1 hM1, ACh EC20; 0% = ACh EC20, 100% = maximal ACh. activation, % at 3 µM. actives 0.088% (n = 360,000). AID 588819, 2011; in the data active = activation above about 19%, passing the limit was not always enough
Target sequence (P11229 whole entry, looked up): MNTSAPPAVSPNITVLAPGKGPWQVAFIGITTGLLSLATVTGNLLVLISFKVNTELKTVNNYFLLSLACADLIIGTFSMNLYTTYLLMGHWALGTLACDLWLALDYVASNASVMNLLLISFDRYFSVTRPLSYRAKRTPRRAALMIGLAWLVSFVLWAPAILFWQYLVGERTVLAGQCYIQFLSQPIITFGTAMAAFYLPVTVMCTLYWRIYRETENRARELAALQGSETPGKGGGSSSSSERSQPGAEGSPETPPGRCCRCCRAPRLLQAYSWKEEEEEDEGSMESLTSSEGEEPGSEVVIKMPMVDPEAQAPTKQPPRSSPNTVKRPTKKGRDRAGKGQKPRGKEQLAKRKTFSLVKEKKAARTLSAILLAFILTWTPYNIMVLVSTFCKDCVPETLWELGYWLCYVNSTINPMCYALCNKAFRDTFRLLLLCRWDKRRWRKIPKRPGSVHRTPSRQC
M4 ag: human M4 muscarinic receptor agonists, primary screen, CHO-K1 cells, Fluo-8 calcium fluorescence; actives 0.14% (n = 360,000); CHO-K1 hM4/Gqi5; vehicle 0%, full acetylcholine response 100%; Muscarinic acetylcholine receptor M4 (Homo sapiens), P08173; activation, % at 3 µM;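 active = activation above the run mean over all test wells plus 3 SD, cut at about 32% in these data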;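 note: peak over basal fluorescence ratio per well then scaled between controls; 0% = DMSO wells and 100% = acetylcholine at EC100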
M5 antag: human M5 muscarinic receptor antagonists, primary screen, CHO cells, Fluo-8 calcium fluorescence | Muscarinic acetylcholine receptor M5 (Homo sapiens), P08912 | CHO-hM5 cells, ACh EC80 | inhibition, % at 3 µM | actives 0.59% (n = 360,000);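 active = inhibition above a per-plate cutoff, the mean of that plate's test compounds plus 3 SD, cut at about 27% in these data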;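 note: 0% = acetylcholine EC80 with DMSO and 100% = DMSO without agonist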
TAAR1 ag: human TAAR1 agonists, primary screen, Fluo-8 calcium fluorescence, CHO RD-HGA16 cells; vehicle wells 0%, saturating PEA agonist 100%; activation, % at 3 µM; actives 0.99% (n = 360,000);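 active = activation above the mean activation of all test compounds in the run plus 3 SD, cut at about 38% in these data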
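System: CHO-derived RD-HGA16 cells with stable Gα16 and human TAAR1 / Times: 17-24 h plating, Fluo-8 75 min 37 °C, 30 min RT / Technique: calcium-sensitive Fluo-8 signal, excitation 470-495, emission 515-575 nm / Measure: % activation relative to PEA EC100 response / Benchmarks: DMSO and PEA EC100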
CHRM1 agonist: human M1 muscarinic receptor agonists, primary screen, Fluo-8 calcium fluorescence, CHO-K1 cells, HTS; Muscarinic acetylcholine receptor M1 (Homo sapiens), P11229; CHO-K1 hM1, agonist mode; 0% DMSO, 100% acetylcholine EC100; activation, % at 3 µM; actives 0.33% (n = 360,000); AID 588814, 2011;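 active = activation above the run's mean compound activation plus 3 SD, cut at about 16% in these data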;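 note: peak over basal fluorescence ratio within a 140 s kinetic read after compound addition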
CHRM5 agonist: human M5 muscarinic receptor agonists, primary screen, CHO-K1 cells, Fluo-8 calcium fluorescence | CHO-K1 hM5 cells; 0% DMSO wells, 100% maximal acetylcholine response | activation, % at 3 µM | AID 624037, 2012 | actives 0.19% (n = 360,000);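 active = activation above the run's mean over test compounds plus 3 SD, cut at about 23% in these data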;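 note: signal is peak over basal fluorescence ratio across the kinetic read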
CHRM1 antagonist: human M1 muscarinic receptor antagonists, primary screen, CHO-K1 cells, Fluo-8 calcium fluorescence, 1536-well; Muscarinic acetylcholine receptor M1 (Homo sapiens), P11229; CHO-K1 hM1, ACh EC80 antagonist; inhibition, % at 3 µM; actives 1.3% (n = 360,000);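 active = percent inhibition above its own plate's cutoff, namely the mean of that plate's compound wells plus 3 SD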;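 note: peak over basal fluorescence ratio during 140 s after agonist addition; 0% = ACh EC80 plus DMSO and 100% = DMSO alone without agonist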
Active calls of the source: *; · = not tested or not shown; & = joins results of further samples. An excerpt, so the mix of outcomes need not match the whole.

SMILES | CHRM5 PAM | CHRM4 antagonist | CHRM1 PAM | M4 ag | M5 antag | TAAR1 ag | CHRM1 agonist | CHRM5 agonist | CHRM1 antagonist
O=c1[nH]nc(SCc2ccccc2Cl)n1-c1ccc2c(c1)OCCO2 | 5 | -7 | 15 | 2 | 10 | 4 | 1 | 1 | -14
Cc1cc(-n2c(C)cc(C(=O)COc3ccc(Cl)cc3C(N)=O)c2C)no1 | -8 | -8 | -8 | 4 | 4 | 2 | -4 | 1 | -2
Nc1nonc1-n1nnc(C(=O)N/N=C/c2ccco2)c1CSc1ccc(Cl)cc1 | 3 | 7 | 0 | 2 | 3 | 1 | -5 | 0 | -4
O=C(CCN1N=C(c2ccccc2)CCC1=O)NC1CCCC1 | -1 | -14 | 10 | 2 | 6 | -1 | -3 | -3 | -16
Cc1cc(NS(=O)(=O)c2ccc3c(c2)OCCO3)no1 | 12 | -5 | 11 | 1 | -8 | 2 | -2 | 3 | -15
Nc1nc2ccccc2n1C(=O)c1ccc(F)cc1 | 3 | 1 | 0 | 1 | -9 | 5 | -7 | 1 | 3
COC(=O)C(F)(Sc1c(C)n(C)n(-c2ccccc2)c1=O)C(F)(F)F (centres undefined) | 3 | 0 | 10 | 1 | 2 | 6 | -6 | 1 | -15
O=C(CN1CCN(c2ccccn2)CC1)NCc1cccs1 | 4 | -3 | -2 | 1 | -1 | 1 | -5 | -4 | 5
OCCNC(=S)Nc1ccc(Oc2ccccc2)cc1 | -4 | -4 | 2 | 1 | 2 | 3 | -6 | -3 | 1
COCCNC(=O)CCC(=O)NNc1nc2ccccc2c2nc(-c3ccccc3)nn12 | -6 | 0 | 11 | 3 | 6 | 2 | -7 | -1 | -12
CC(C)CCNC(=O)CSc1nc2ccccc2c(=O)[nH]1 | 6 | 2 | 9 | 1 | -3 | 2 | -12 | -3 | -7
CS(=O)(=O)N1CCc2cc(C(=O)OCC(=O)c3ccccc3)ccc21 | 5 | -7 | 8 | 1 | -3 | 14 | -2 | -4 | -26
CCCC(=O)Nc1c(-c2ccccc2)c(=O)c(C)nn1-c1ccccc1 | -3 | 0 | 4 | 0 | 10 | 0 | -3 | -1 | -1
CC(C)c1cccc(-c2csc(C(O)c3ccco3)n2)c1 (centres undefined) | 0 | 0 | 8 | 0 | 6 | -1 | -3 | 0 | -12
Cc1cc(C)c2c(=O)n3c(nc2c1)C(Cc1ccccc1)NC(=O)c1cc2ccccc2cc1-3 (centres undefined) | 1 | -5 | -6 | 0 | 3 | 0 | -4 | 0 | 4
CCOc1ncccc1C(=O)OCC(=O)NCc1cccs1 | 6 | -3 | 7 | 2 | -5 | 3 | -3 | 1 | -14
COc1cccc(CNC(=O)C(Cc2ccccc2)n2cccc2)c1 (centres undefined) | 9 | -3 | 2 | 0 | -5 | -2 | -6 | -7 | -4
CCOc1ccc(NC(=O)CCC(=O)NNS(=O)(=O)c2ccccc2[N+](=O)[O-])cc1 | -3 | -14 | 9 | 1 | -7 | 5 | -8 | -5 | -7
COc1ccc(NC(=O)CSCc2ccc([N+](=O)[O-])cc2)cc1OC | 8 | -5 | -1 | 3 | 5 | 5 | 0 | 4 | -2
O=C(O)c1cccc(S(=O)(=O)N2CCOCC2)c1 | -4 | -6 | 4 | -1 | 7 | 3 | -3 | 1 | -6

Part of the list above in a different format.
compound,CHRM5 PAM,CHRM4 antagonist,CHRM1 PAM,M4 ag,M5 antag,TAAR1 ag,CHRM1 agonist,CHRM5 agonist,CHRM1 antagonist
CCCC(=O)Nc1c(-c2ccccc2)c(=O)c(C)nn1-c1ccccc1,-3,0,4,0,10,0,-3,-1,-1
O=c1[nH]nc(SCc2ccccc2Cl)n1-c1ccc2c(c1)OCCO2,5,-7,15,2,10,4,1,1,-14

(further entries)
SMILES | CHRM5 PAM | CHRM4 antagonist | CHRM1 PAM | M4 ag | M5 antag | TAAR1 ag | CHRM1 agonist | CHRM5 agonist | CHRM1 antagonist
Cc1ccc(N2C(=O)N(CC(=O)Nc3ccccc3C(F)(F)F)C(=O)C2C)cc1 (centres undefined) | 6 | 0 | 3 | 2 | 2 | 15 | 0 | 2 | 5
COc1ccc(OC2OC3COC(C)(C)OC3C(O)C2NC(C)=O)cc1 (centres undefined) | 3 | -1 | 4 | 0 | 7 | 0 | 0 | 3 | -21
Cn1c(=O)[nH]c2cc3ccccc3cc21 | -2 | 3 | 7 | 0 | -2 | 3 | -3 | -2 | -13
O=C(c1ccccc1)c1ccc2ccccc2c1 | -8 | -10 | -1 | -2 | 14 | 2 | -6 | 0 | -4
CC(=O)C1=C(C)NC(SCc2cccc([N+](=O)[O-])c2)=C(C#N)C1c1ccco1 (centres undefined) | -4 | -1 | -3 | 1 | 1 | -2 | -4 | -4 | 3
CC(C)(C)OC(=O)N[C@H](C(=O)OC(C)(C)C)c1ccc(C(F)(F)F)cc1 | -2 | -2 | -2 | 0 | 12 | 7 | -5 | 1 | 4
CC(C)CN1CC(C)C(=O)N(c2ccccc2)C1=O (centres undefined) | 0 | -18 | 3 | 0 | 10 | 63* | -1 | 2 | -8
COCCN1C(=O)C(=O)/C(=C(/O)c2ccc(S(=O)(=O)N3CCOCC3)cc2)C1c1ccc(O)c(OC)c1 (centres undefined) | -4 | -9 | 3 | 2 | 10 | · | -1 | -2 | -5
Cc1ccnc(NC(=O)CNC(=O)Cc2cccc3ccccc23)c1 | 0 | -2 | 6 | 1 | 9 | 1 | -1 | 2 | 2
O=C(NCc1ccco1)C1OCCc2ccccc21 (centres undefined) | 4 | -1 | 0 | 0 | 0 | 12 | -4 | -1 | -6
O=C1OC(c2ccc3c(c2)OCO3)N(C(=O)c2ccc(Cl)c(Cl)c2)c2ccccc21 (centres undefined) | -5 | 2 | 3 | -1 | -3 | 7 | 2 | 2 | -10
CC(=O)c1c[nH]c(C(=O)NCc2ccccc2Cl)c1 | 3 | 5 | 10 | 1 | 6 | 0 | -2 | -2 | -9
CCC(C)CCCCCCCCCCC(=O)O (centres undefined) | 0 | 2 | 6 | 2 | 1 | 1 | -4 | 0 | -4
C=CCNC(=S)NNC(=O)c1cccc2ccccc12 | -1 | 2 | 11 | 0 | 1 | 8 | -4 | -2 | -11
Cc1cc(C)n2ncc(/C(N)=N/OC(=O)c3ccccc3F)c2n1 | -2 | 0 | 2 | 1 | 9 | 1 | -3 | 1 | -8
CC1=C(C(=O)Nc2ccccc2)C(c2ccncc2)C(C#N)=C(SCC(=O)Nc2ccccc2)N1 (centres undefined) | -1 | -4 | 4 | 0 | 0 | 4 | -4 | -3 | 2
COc1ccc(/C=N/NC(=O)c2ccc(-c3ccccc3)cc2)cc1O | -5 | -1 | -8 | 5 | 11 | 9 | -4 | -3 | 11
CC1=C(C(=O)OCc2ccccc2)C(c2cccnc2)c2c(n(C)c(=O)n(C)c2=O)N1 (centres undefined) | -1&3 | -2&-5 | 3&5 | 2&3 | 15&-10 | 2 | -3&-6 | -3&-2 | -5&-3
CNc1ccc(/C=C(\C#N)c2ccccn2)cc1[N+](=O)[O-] | 7 | 0 | 7 | 1 | 8 | 1 | -3 | 0 | -7
COc1ccccc1OCC(=O)Nc1c2c(nn1-c1ccccc1)CS(=O)(=O)C2 | 5 | -6 | 8 | 3 | -7 | 0 | -2 | 0 | -12

Structures listed so far that contain a COOH group, in the order listed:
SMILES | CHRM5 PAM | CHRM4 antagonist | CHRM1 PAM | M4 ag | M5 antag | TAAR1 ag | CHRM1 agonist | CHRM5 agonist | CHRM1 antagonist
O=C(O)c1cccc(S(=O)(=O)N2CCOCC2)c1 | -4 | -6 | 4 | -1 | 7 | 3 | -3 | 1 | -6
CCC(C)CCCCCCCCCCC(=O)O (centres undefined) | 0 | 2 | 6 | 2 | 1 | 1 | -4 | 0 | -4

More entries:
SMILES | CHRM5 PAM | CHRM4 antagonist | CHRM1 PAM | M4 ag | M5 antag | TAAR1 ag | CHRM1 agonist | CHRM5 agonist | CHRM1 antagonist
O=C(O)CCCN1C(=O)/C(=C/c2ccc(-c3nc4ccccc4s3)o2)SC1=S | 4 | 9 | 10 | 0 | 1 | 72* | 5 | 2 | -1
Clc1ccc(C2=Nn3c(nnc3-c3cccs3)SC2)cc1 | 10 | 1 | 3 | 0 | -4 | 10 | -2 | -6 | -2
CSCC[C@H](NC(=O)OC(C)(C)C)C(=O)N1CCC(C(=O)N[C@@H](C)C(=O)NCc2ccc(F)cc2)CC1 | 2 | -22 | 4 | 0 | -2 | 0 | -2 | 1 | -6
COc1ccc(NC2CCCN(Cc3cccc4cnccc34)C2)cc1 (centres undefined) | 1 | -28 | 1 | 6 | -23 | 4 | -9 | 0 | -9
O=S(=O)(NCCN1CCOCC1)c1ccc(Oc2ccccc2Cl)cc1 | -9 | 14 | -6 | 10 | 21 | 0 | -5 | 2 | 13
Nc1cc2c([N+](=O)[O-])cccc2o1 | -7 | 4 | 2 | 1 | -8 | 17 | -2 | 1 | -8
CCOc1ccc(Nc2nc(N)c3ccccc3n2)cc1 | 3 | 5 | 4 | 2 | 3 | 14 | -6 | -6 | -12
Cc1c(C(=O)NNS(=O)(=O)c2ccccc2Cl)sc(=S)n1C | -4 | -10 | 0 | 2 | 1 | 5 | -3 | -2 | 5
Cc1cccc(N2N=C(C(=O)OCC(=O)c3ccccc3)CCC2=O)c1 | 3 | 0 | -3 | 1 | 0 | 2 | -3 | -1 | 7
CN(C)c1ccc(CNC(=O)C2CCN(S(=O)(=O)c3ccc4c(c3)CCCC(=O)N4)CC2)cc1 | 2 | -7 | 1 | 0 | -12 | 1 | -5 | -3 | -2
CCN(CC)CCN1C(=O)C(=O)/C(=C(/O)c2ccc(Cl)cc2)C1c1ccncc1 (centres undefined) | -2 | -12 | 8 | 0 | -1 | 4 | -6 | -2 | -13
COc1ccccc1CC(=O)N(CCC1=CCCCC1)c1c(N)n(Cc2ccccc2)c(=O)[nH]c1=O | 2 | 3 | -1 | 7 | 2 | 20 | 6 | 12 | 1
CN(C)c1ccc(NC(=O)COC(=O)c2cc(=O)c3ccccc3o2)cc1 | -1 | 9 | -3 | 0 | -7 | 13 | -2 | 0 | 4
CC(NCc1ccc([N+](=O)[O-])cc1)C1COc2ccccc2O1 (centres undefined) | -6 | 3 | -9 | -2 | 2 | 5 | -8 | -4 | 7
Cn1c(O)c(N=Nc2ccc(F)cc2)c2ccccc21 | 1 | -7 | 1 | 1 | -10 | 5 | -4 | -1 | 9
CN(Cc1ccccc1)C(=O)c1cc2cc(F)ccc2[nH]1 | -21 | -10 | -6 | 20 | 16 | -2 | -5 | 0 | 4

Screening data: PubChem, The Scripps Research Institute Molecular Screening Center
